Assay outcomes as filed in PubChem.
NOD1 NF-kB reporter = NOD1 signaling inhibitors, primary screen, cell-based, luminescence, uHTS (AID 1578). NOD1-driven NF-kB luciferase reporter cells, luminescence; higher % means a stronger effect. inhibition, % at 4 µM; hits with a dose series show EC50 in µM. 290,000 compounds, 1% hits; in the data active = inhibition mostly above about 36%, no sharp cut-off; inactive = mostly below about 34%;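 also: HEK-293T reporter cells stimulated with the NOD1 agonist gamma-tri-DAP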
KOR beta-arrestin-1 = KOR agonists, beta-arrestin recruitment, primary screen, cell-based, luminescence, uHTS (AID 1777). activation, % at 10 µM, or EC50 in µM where a hit was titrated. Kappa-type opioid receptor (Homo sapiens). KOR beta-arrestin recruitment, luminescence; higher % means a stronger effect. 280,000 compounds, 0.02% hits; in the data active = activation above about 50%, passing the limit was not always enough; also: a part of the inactive calls stands beside numbers as strong as those of hits
GPR55 activation = GPR55 agonists via beta-arrestin recruitment, primary screen, imaging, U2OS cells, beta-arrestin-GFP redistribution (AID 1961); U2OS GPR55 beta-arrestin-GFP redistribution imaging; higher % means a stronger effect; activation, % at 10 µM; hits with a dose series show EC50 in µM; 290,000 compounds, 0.048% hits;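 active = activation above 40% with more than 50 cells counted in the well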;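 also: U2OS osteosarcoma cells stably expressing GPR55 and beta-arrestin-GFP; plate controls were DMSO negative control for no effect and LPI positive control for full effect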
K1F lysis inhibition = inhibition of K1F phage lysis, E. coli UTI89, bacterial capsule biogenesis inhibitors, alamar blue (AID 488966) | E. coli UTI89 K1F phage lysis, alamar blue, 2 h; higher % means a stronger effect | inhibition, % at 100 µM, or IC50 in µM where a hit was titrated | 340,000 compounds, 0.02% hits;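 active = phage lysis inhibition, versus mean bacterial control, above a set limit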;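 also: capsule biogenesis inhibitors block K1F phage lysis so surviving cells raise fluorescence; higher fluorescence means more inhibition of phage lysis; actives were called in the ten point dose series up to 300 µM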
KOR beta-arrestin-2 = KOR antagonists, beta-arrestin recruitment, cell-based, luminescence, uHTS (AID 1778); Kappa-type opioid receptor (Homo sapiens); KOR beta-arrestin recruitment, luminescence, antagonist mode; higher % means a stronger effect; inhibition, % at 10 µM; hits with a dose series show IC50 in µM; 290,000 compounds, 0.091% hits; in the data active = inhibition above about 50%; also: strong numbers were not always called active
MgcRacGAP inhibition = MgcRacGAP GTPase-activating activity inhibitors, confirmation, biochemical, ADP Hunter fluorescence; Rac GTPase-activating protein 1 (Homo sapiens); MgcRacGAP-stimulated Rac1 GTP hydrolysis, ADP Hunter fluorescence; higher % means a stronger effect; GST-tagged Rac1 F28L mutant substrate; one-dose inhibition, % at 30 µM; IC50 in µM for titrated hits; 340,000 compounds, 0.6% hits;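 active = first-screen hits whose inhibition reached a set limit at any dose in the follow-up dose series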;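 also: fluorescence reports GDP produced by GAP-driven GTP hydrolysis; strong numbers were not always called active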
NTR1 agonist = agonists of NTR1, primary screen, imaging, U2OS cells, beta-arrestin-GFP, high content (AID 493036); Neurotensin receptor type 1 (Homo sapiens), P30989; NTR1-U2OS beta-arrestin-GFP spot imaging, agonist mode; activation, % at 20 µM; 330,000 compounds, 0.17% hits;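 active = activation at or above 40% of the spot to cytoplasm intensity ratio, with at least 20 cells analyzed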;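 also: 0% = DMSO without peptide and 100% = 100 nM NTR1 peptide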
Target sequence (P30989 whole entry, looked up): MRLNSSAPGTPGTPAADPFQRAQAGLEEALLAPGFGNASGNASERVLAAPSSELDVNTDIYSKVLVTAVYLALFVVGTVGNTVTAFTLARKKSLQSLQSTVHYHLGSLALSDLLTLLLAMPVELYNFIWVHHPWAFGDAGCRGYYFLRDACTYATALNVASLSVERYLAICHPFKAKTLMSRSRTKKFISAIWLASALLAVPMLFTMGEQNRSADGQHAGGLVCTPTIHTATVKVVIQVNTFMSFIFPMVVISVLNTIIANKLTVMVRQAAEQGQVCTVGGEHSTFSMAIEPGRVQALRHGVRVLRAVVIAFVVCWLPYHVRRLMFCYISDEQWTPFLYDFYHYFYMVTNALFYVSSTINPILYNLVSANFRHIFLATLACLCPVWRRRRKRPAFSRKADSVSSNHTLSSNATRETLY
GPR55 antagonists = GPR55 antagonists blocking LPI-driven arrestin recruitment, primary screen, imaging, U2OS, beta-arrestin-GFP, LPI agonist (AID 2013); U2OS GPR55 beta-arrestin-GFP translocation imaging, LPI antagonism; higher % means a stronger effect; 290,000 compounds, 0.13% hits; one-dose inhibition, % at 10 µM; IC50 in µM for titrated hits;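 active = spots per cell inhibited over 60%, with over 100 cells counted and total cytoplasm intensity under 500,000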;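 also: U2OS cells stably carrying GPR55 and arrestin-GFP stimulated by 5 µM LPI near EC80; imaged beta-arrestin-GFP aggregate spots per cell after agonist stimulation; plate controls were LPI-stimulated DMSO wells for no effect and DMSO wells without LPI for full effect; some results filed as inactive read as strong as hits; confirmed hits need IC50 under 10 µM and bright autofluorescent wells are also inconclusive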
GPR35 antagonists = GPR35 antagonists blocking zaprinast-driven arrestin recruitment, primary screen, imaging, U2OS, beta-arrestin-GFP, zaprinast agonist (AID 2058). G-protein coupled receptor 35 (Homo sapiens). U2OS GPR35 beta-arrestin-GFP translocation imaging, zaprinast antagonism; higher % means a stronger effect. inhibition, % at 10 µM, or IC50 in µM where a hit was titrated. 290,000 compounds, 0.052% hits;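 active = inhibition of at least 50% with at least 30 cells and total cytoplasm GFP at most 10,000,000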
NTR1 agonist cell count 20 µM = recorded beside NTR1 agonist, whose call it bears; cell count; measured here: cell count, cytotoxicity flag
Active calls of the source: *; i = inactive; · = not tested or not shown; & = joins results of further samples; [ ] = remark or other dose.

Below each SMILES – NOD1 NF-kB reporter	KOR beta-arrestin-1	GPR55 activation	K1F lysis inhibition	KOR beta-arrestin-2	MgcRacGAP inhibition	NTR1 agonist	NTR1 agonist cell count 20 µM	GPR55 antagonists	GPR35 antagonists
> Cn1c(CNC(=O)c2ccccc2F)nnc1SCc1nc2ccccc2c(=O)[nH]1
→ -17%	-2.9%	-0.1%	·	4%[20 µM]	·	-1.4	106	16%	5%
> Nc1ccc(OCCCc2c(N)nc(N)nc2N)cc1
→ -4%	-2.7%	-0.1%	0.1%	22%	·	-0.7	38	6%	34%
> Cc1cccc(C(=O)OCC(=O)NC(C)CCc2ccccc2)c1O (stereo not drawn)
→ -3%	-3.5%	0.3%	0.5%	2%	4%	-1.4	80	-6%	-2%
> CCOc1ccc(N2C(=O)/C(=C/c3ccc(C)o3)N(C)C2=S)cc1
→ -29%	5.5%	-0.3%	0.4%	14%	7%	8.2	83	17%	10%
> CC(C)(C)NC(=O)NC(=O)CN1CCN(c2cccc(Cl)c2)CC1
→ -2%	-0.4%	0.4%	2.5%[50 µM]	3%	8%	1.4	62	-5%	5%
> COCC(=O)N/N=C(\C)CC(=O)Nc1ccccc1C(N)=O
→ 1%	4.4%	0.3%	0.4%	-19%	8%	0.9	64	28%	4%
> O=C1NC(=Nc2ccccc2)/C(=C/c2ccco2)S1
→ 1%	-5.3%	-0.6%	-0.1%	35%	14%	0.1	79	-7%	-6%
> CC1=C(C(=O)Nc2ccccc2F)C(c2cccs2)C2=C(CCCC2=O)N1 (stereo not drawn)
→ 2%	-6.4%	-0.1%	0.2%	1%[20 µM]	10%	0.2	78	-2%	23%
> Cc1ccc(S(=O)(=O)C2(C(=O)N3CCCCC3C)CC2)cc1 (stereo not drawn)
→ -13%	-1.0%	-0.2%	3.8%	31%	3%	3.9	86	19%	4%
> O=C(COc1ccc(S(=O)(=O)N2CCCC2)cc1)N1CCCC1
→ 0%	-4.2%	-0.2%	0.2%	-16%	6%	-0.9	48	-5%	-2%
> Cc1nc(-c2ccc(F)cc2)c(CC(=O)Nc2ccc(C)c(S(=O)(=O)N3CCOCC3)c2)s1
→ -17%	4.3%	0.3%	0.1%	4%	5%	-0.6	67	-6%	-10%
> COc1cccc(-c2nnn(CC(=O)O)n2)c1
→ -26%	-3.9%	0.3%	0.1%	27%	-2%	-0.1	64	3%	0%
> Cc1ccc(CN(c2ccc(C(=O)NCc3ccccn3)cc2)S(C)(=O)=O)cc1
→ -11%	-0.9%	-0.1%	8.0%	25%	5%	-1.8	67	6%	6%
> CC(C)(C)n1ncc2c(=O)n(CC(=O)N3CCCCCC3)cnc21
→ -26%	2.4%	-0.1%	-0.4%	2%	2%	-0.9	34	10%	7%
> CCOc1ccc(N(Cc2cc3ccc(C)cc3[nH]c2=O)S(C)(=O)=O)cc1
→ 6%	1.5%	-0.2%	7.5%	-3%	7%	0.6	62	1%	10%
> C=CCn1cccc(C(=O)Nc2ccc(SC)cc2)c1=O
→ -10%	-3.6%	0.0%	0.0%	20%	9%	2.9	62	-7%	14%
> O=C1CCCN1c1ccc(S(=O)(=O)Nc2ccc3c(c2)OCCO3)cc1
→ 10%	0.9%	-0.1%	-0.1%	-50%	3%	0.7	58	6%	-7%
> COC(=O)c1sccc1N/N=C/c1cccc(OC)c1O
→ 10%	21%	0.0%	3.1%	3%	10%	7.5	44	-3%	6%
> CC[C@@]12C(=O)N(c3ccc(OC)cc3)C(=O)N1[C@H](c1cccc(C)c1)[C@@H]1C(=O)N(Cc3ccccc3)C(=O)[C@@H]12
→ 22%	0.4%	-0.2%	2.2%	12%[20 µM]	12%	-0.4	109	2%	0%
> COC(=O)COc1cccc(NC(=O)c2cccs2)c1
→ ·	7.6%	-0.2%	6.4%	-3%	8%	-0.1	22	12%	-5%
> COCCNC(=O)C1CCCN(S(=O)(=O)c2ccc3c(c2)CC(C)N3C(=O)C2CC2)C1 (stereo not drawn)
→ -4%	-3.6%	-0.1%	-1.0%	13%[20 µM]	8%	0.5	60	-24%	-5%
> CC1(c2ccc(Cl)cc2)NC(=O)CS1 (stereo not drawn)
→ -12%	·	0.1%	0.2%	-8%[20 µM]	9%	-0.7	105	-1%	23%
> COc1ccc(Br)cc1S(=O)(=O)n1nc(C)cc1C
→ -36%	0.2%	-0.2%	0.0%	1%	-4%	-1.1	50	-11%	11%
> COc1cc2c(cc1OC)-c1cc(OCc3cccnc3)nc(=O)n1CC2
→ -26%	-1.9%	-0.1%	-0.2%	0%	1%	·	·	-7%	-8%
> COCCN(Cc1cc2cc3c(cc2[nH]c1=O)OCO3)C(=O)c1cccs1
→ 9%	-0.9%	0.1%	·	-4%	·	·	·	15%	9%
> Cc1cc(NC(=O)CSc2cn(C)c3ccccc23)no1
→ -5%	6.2%	-0.1%	3.9%	17%	8%	-3.1	67	5%	3%
> C/C(=N\NC(=O)COc1ccccc1)c1ccc(O)cc1
→ -18%	·	0.1%	-0.9%	2%	31%	0.2	47	-1%	-4%
> O=c1c(C=NCCCn2ccnc2)c(-c2ccccc2)[nH]n1-c1nc2ccccc2s1
→ 25%	-0.2%	-0.2%	0.6%[50 µM]	13%	18%	-0.4	46	-5%	-13%
> CSc1cccc(CNC(=O)C2CCC(=O)N(CCCN3CCCC3=O)C2)c1 (stereo not drawn)
→ -28%	2.2%	-0.2%	-0.7%[50 µM]	24%	8%	0.9	65	20%	1%
> CCCCC1=CC2=C(c3ccco3)C(=O)C(C)(OC(=O)c3ccc(OC)cc3)C(=O)C2=CN1CCCOC(C)C (stereo not drawn)
→ -10%	7.1%	-0.2%	-1.1%	7%	4%	-3.7	33	1%	-6%
> CC(C)(C)NCc1ccc(OCc2cccs2)cc1
→ -37%	-1.7%	0.5%	0.4%	18%	-3%	-1.2	76	12%	1%
> CCOC(=O)c1cnc2c(C)c(Cl)ccc2c1NCCCN1CCOCC1
→ 5%	0.0%	-0.2%	0.9%	-22%[20 µM]	8%	4.7	63	6%	-2%
> COc1ccc(CCNC(=O)CCc2nc3ccccc3[nH]2)cc1OC
→ -43%	-17%	0.2%	-0.3%	-35%	-7%	-0.3	66	0%	7%
> O=C(CN1CCOCC1)Nc1ccc(-c2nc3ccccc3[nH]2)cc1
→ 8%	0.2%	-0.1%	2.0%	-2%	11%	3.5	75	16%	14%
> COc1cc(NS(=O)(=O)c2ccc(NC(C)=O)cc2)cc(OC)c1
→ 34%	-0.2%	-0.1%	0.6%	-9%	6%	-2.6	73	-8%	-4%
> FC(F)(F)c1cccc(OCc2nnc3n2CCC3)c1
→ -22%	-0.5%	0.0%	0.6%	-15%	5%	-1.5	48	4%	-1%
> CSc1scc2c1-c1nc(SCC(=O)C(C)(C)C)ncc1CC2
→ -16%	-0.4%	0.3%	0.2%	4%	8%	8.2	54	9%	0%
> Cc1cc(C)cc(NCCC#N)c1
→ -9%&-22%	-1.2%&5.4%	-0.1%&-0.1%	1.7%[50 µM]	-14%&20%	8%	-0.2	73	10%&-8%	-3%&-2%
> Cn1cc(/C=C/c2cc[n+](C)cc2)c2cc(Cl)ccc21
→ 1%	6.4%	-0.1%	-0.1%	-11%	13%	·	·	21%	55%*
> COc1ccc(NC(=O)CN2CCN(S(=O)(=O)c3ccc(C(C)C)cc3)CC2)cc1OC
→ ·	5.1%	0.2%	0.1%	-6%	8%	1.0	48	10%	2%
> CCCCC(=O)Nc1nc(C)c(-c2csc(Nc3ccc(Cl)cc3)n2)s1
→ 3%	3.2%	-0.1%	0.9%	-28%	12%	0.4	101	8%	0%
> CCOC(=O)Cn1c(=O)c(C#N)cn(C(C)C)c1=O
→ 3%	-0.6%	0.2%	·	14%	·	0.1	43	11%	13%
> Cc1ccc(Cl)cc1NC(=S)N(C)N
→ 5%	0.1%	-0.2%	-0.8%	3%	8%	-0.3	43	10%	11%
> Cc1cc([N+](=O)[O-])nn1Cc1noc(C(=O)NCCCn2ccnc2)n1
→ 13%	2.1%	0.1%	0.0%	-36%	2%	-0.7	40	0%	2%
> CCN(CC)c1ccc(NC(=O)c2cc3ccccc3o2)c(C)c1
→ -14%	-0.1%	0.1%	i	10%	13%	4.3	92	-20%	12%
> COC(=O)NNC(=O)c1ccc(C(C)(C)C)cc1
→ 17%	1.6%	0.5%	-1.2%	-20%	5%	-1.0	57	13%	9%
> CCOC(=O)Cc1c(C)nc2c(-c3ccccc3)c(C)nn2c1C
→ -23%	-5.4%	-0.2%	0.5%	23%	5%	2.5	50	1%	8%
> Cc1ccc(NC(=O)c2ccc3c(c2)OCCO3)cc1
→ 18%	5.3%	-0.1%	1.3%	-25%	9%	0.2	47	0%	-10%
> COc1ccc(S(=O)(=O)N2CCCCC2C)cc1 (stereo not drawn)
→ -18%	1.7%	-0.3%	-1.8%	-24%	8%	0.4	62	2%	-4%
> CCC(CC)C(=O)Nc1c2c(nn1-c1ccc(OC)cc1)CS(=O)C2 (stereo not drawn)
→ -2%	4.0%	-0.1%	1.5%	22%	2%	1.4	73	13%	-9%
> CN1/C(=C/C=C(/C#N)C(N)=O)C(C)(C)c2ccccc21
→ -13%	-0.9%	0.0%	3.8%	-19%	14%	2.7	49	1%	-6%
> COc1ccc(-c2nnc(-c3cccnc3)o2)cc1
→ -39%	-2.2%	-0.1%	0.3%	10%	5%	-1.3	92	9%	25%

The list is partial; count on the stated rates, not on these rows.
